Bioassay records as filed in PubChem.
STEP inh = STEP phosphatase inhibitors, primary screen, biochemical, fluorescence intensity, uHTS. Tyrosine-protein phosphatase non-receptor type 5 (Homo sapiens), P54829. recombinant STEP, OMFP fluorogenic substrate. inhibition, % at 20 µM. 0.25% of 360,000 active. AID 588621, 2011;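 active = inhibition at 20 µM, scaled per plate between control wells, above about 37%, limit read from the data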;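 note: 0% = DMSO with enzyme and substrate and 100% = substrate only without enzyme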
Target sequence (P54829 whole entry, looked up): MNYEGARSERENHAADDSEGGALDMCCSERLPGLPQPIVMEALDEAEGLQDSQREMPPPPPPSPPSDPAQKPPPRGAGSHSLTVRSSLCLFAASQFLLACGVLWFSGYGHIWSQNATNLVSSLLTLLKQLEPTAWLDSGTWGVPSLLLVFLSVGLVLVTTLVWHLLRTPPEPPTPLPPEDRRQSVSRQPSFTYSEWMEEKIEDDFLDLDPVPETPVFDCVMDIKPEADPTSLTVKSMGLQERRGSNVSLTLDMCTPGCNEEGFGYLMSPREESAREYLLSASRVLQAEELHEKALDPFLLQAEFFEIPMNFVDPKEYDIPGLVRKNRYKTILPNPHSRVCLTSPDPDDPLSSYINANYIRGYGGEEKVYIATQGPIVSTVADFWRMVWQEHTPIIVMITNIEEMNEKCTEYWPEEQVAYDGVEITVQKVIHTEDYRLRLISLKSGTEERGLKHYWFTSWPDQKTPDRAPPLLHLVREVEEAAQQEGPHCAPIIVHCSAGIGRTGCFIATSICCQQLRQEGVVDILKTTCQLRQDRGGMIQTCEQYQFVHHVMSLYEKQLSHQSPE
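Material: STEP (striatal-enriched tyrosine phosphatase) enzyme, cell-free | Medium: 50 mM Bis-Tris pH 6.0 with 2.5 mM DTT and 0.005% Tween 20 | Read-out: Percent inhibition scaled to no-enzyme and uninhibited-enzyme controls, plate-pattern corrected | Signal: Fluorescence read at 480 nm ex / 540 nm em | Times: 20 min reaction, room temperature, in the dark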
DNMT1 block = human DNMT1 methyltransferase inhibitors, primary screen, biochemical, molecular beacon, fluorescence, HinP1I cleavage, uHTS | DNA (cytosine-5)-methyltransferase 1 (Homo sapiens), P26358 | inhibition (reported as % activation of signal), % at 10 µM | 0.83% of 360,000 active | AID 588458, 2011; in the data active = inhibition above about 50%
LMPTP inh = LMPTP phosphatase inhibitors, primary screen, biochemical, fluorescence intensity, uHTS; Low molecular weight phosphotyrosine protein phosphatase (Homo sapiens), P24666; recombinant LMPTP-A, OMFP fluorogenic substrate; inhibition, % at 20 µM; 0.22% of 360,000 active;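 active = compounds that cut the enzyme signal by at least half of the control window in the single-dose screen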;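 note: plate controls were DMSO wells with enzyme plus substrate for no effect and substrate without enzyme for full effect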
Target sequence (P24666 whole entry, looked up): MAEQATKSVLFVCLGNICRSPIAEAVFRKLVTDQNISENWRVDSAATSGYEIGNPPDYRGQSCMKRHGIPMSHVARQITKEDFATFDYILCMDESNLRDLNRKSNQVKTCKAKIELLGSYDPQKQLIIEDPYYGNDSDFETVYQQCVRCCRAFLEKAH
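Test system: LMPTP-A phosphatase enzyme. Amount: LMPTP-A at 0.625 nM final in the reaction. Reagent: OMFP substrate, 400 µM final. Times: 50 min at room temperature. Signal: endpoint fluorescence intensity from OMFP dephosphorylation. Read-out basis: % inhibition. Benchmarks: no-enzyme and uninhibited controls.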
Scp-1 inhibitor = Scp-1 phosphatase inhibitors, primary screen, biochemical, colorimetric, uHTS; Carboxy-terminal domain RNA polymerase II polypeptide A small phosphatase 1 (Homo …; Recombinant Scp1, phosphopeptide, malachite green phosphate absorbance; inhibition, % at 20 µM; 0.88% of 340,000 active;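 active = inhibition above about 50% at 20 µM, limit read from the data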;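 note: plate controls were DMSO wells with enzyme for no effect and wells lacking enzyme for full effect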
Target sequence (Q9GZU7 76-261 limits assumed): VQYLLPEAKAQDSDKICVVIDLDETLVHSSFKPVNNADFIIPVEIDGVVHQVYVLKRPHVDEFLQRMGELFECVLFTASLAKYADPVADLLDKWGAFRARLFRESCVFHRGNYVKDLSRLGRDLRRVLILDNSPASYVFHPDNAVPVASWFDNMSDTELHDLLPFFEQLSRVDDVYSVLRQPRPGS
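Times: enzyme reaction 45 min at room temperature, colour 5 min, stabilisation 30 min. Material: SCP-1 catalytic fragment, aa 76-261. Medium: Acidic Tris acetate buffer with magnesium and detergent. Signal: colorimetric free-phosphate detection, absorbance 630 nm. Read-out basis: % inhibition of SCP-1 phosphate liberation. Reagent: Phosphorylated 17-residue peptide substrate.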
SUMO1-SIM PPI = modulators of SUMO1 protein-protein interactions, primary screen, biochemical, uHTS. SUMO1 binding to a labelled peptide, TR-FRET, 1 h. 0.33% of 360,000 active. Small ubiquitin-related modifier 1 (Homo sapiens), P63165. inhibition, % at 20 µM; in the data active = inhibition above about 37%
Target sequence (P63165 whole entry, looked up): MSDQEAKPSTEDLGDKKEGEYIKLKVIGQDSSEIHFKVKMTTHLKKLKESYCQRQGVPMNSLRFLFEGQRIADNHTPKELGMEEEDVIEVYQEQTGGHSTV
MsrA inhibitor = bovine MsrA enzyme inhibitors, primary screen, biochemical, absorbance, HTS | purified bovine MsrA, absorbance read-out | inhibition, % at 15.5 µM | 0.75% of 360,000 active | Methionine sulfoxide reductase A (Bos taurus); in the data active = inhibition above about 4.5%;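 note: 0% = vehicle wells with enzyme and 100% = reference inhibitor wells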
eLon inh = inhibitors of E. coli Lon protease, primary screen, biochemical, fluorescence polarization | purified E. coli Lon protease | inhibition, % at 7.94 µM | AID 602123, 2011 | 0.42% of 360,000 active; in the data active = inhibition above about 13%, passing the limit was not always enough;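 note: 0% = enzyme with probe and DMSO and 100% = no enzyme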
MsrA act = bovine MsrA enzyme activators, primary screen, biochemical, absorbance, HTS; Methionine sulfoxide reductase A (Bos taurus); purified bovine MsrA, absorbance read-out; activation, % at 10.6 µM; 0.3% of 360,000 active; in the data active = activation above about 7.5%;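 note: 0% = vehicle and 100% = reference activator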
NRP1-CendR mod = modulators of CendR peptide binding to NRP-1, primary screen, biochemical, fluorescence polarization, uHTS; Neuropilin-1 (Homo sapiens), O14786; inhibition, % at 25 µM; FAM-RPARPAR peptide binding to NRP-1; 0.85% of 360,000 active;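 active = inhibition or corrected inhibition above about 18%, plus a signal ratio from 0.5 to 1.5, limit read from the data, passing the limit was not always enough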; note: strong numbers were not always called active
TbMetRS inhib = T. brucei MetRS inhibitors, primary screen, biochemical, luminescence; methionyl-tRNA synthetase (Trypanosoma brucei brucei); purified T. brucei MetRS, ATP depletion, Kinase-Glo luminescence; inhibition, % at 11.9 µM; 0.4% of 360,000 active; AID 624268, 2012;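 active = inhibition above a per-plate cutoff of the control wells' mean inhibition plus 3 SD, cut at about 5.5% in these data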;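 note: 0% = DMSO wells median and 100% = median of wells with control inhibitor compound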
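Material: T. brucei methionyl-tRNA synthetase, purified; reagent: substrates ATP, L-methionine and bulk Escherichia coli tRNA; dosing: 11.9 µM single point; timing: 15 min plus 2 h at 25 °C; detection: luminescence of leftover ATP; evaluation: % inhibition; control set: DMSO-only wells as low control; replicates: singlicate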
Active calls of the source: *; · = no result given.

SMILES	STEP inh	DNMT1 block	LMPTP inh	Scp-1 inhibitor	SUMO1-SIM PPI	MsrA inhibitor	eLon inh	MsrA act	NRP1-CendR mod	TbMetRS inhib
CC(O)C(=O)N/N=C/c1cccc(Cl)c1Cl (stereo not drawn)	1	1	-0.3	-8	-7	0.0	-6	-3	-7	-0.6
CCCCCC(=O)Nc1c(-c2cccs2)c(=O)c2ccccc2n1C	-3	4	-0.4	-3	1	4.5	1	-15	6	-1.4
COc1ccc(C(=O)Oc2cccnc2)cc1OC	2	6	-1.6	-8	0	1.2	-5	-9	0	-1.2
S=C(Nc1cc(Cl)ccc1Cl)Nn1cnnc1	5	1	1.7	-7	2	1.1	-3	-2	-3	2.4
Cc1ccc(CNC(=O)C(=O)NCC2CCCO2)cc1 (stereo not drawn)	2	1	-1.5	-2	2	-0.8	4	-8	-59	-1.6
CCN(Cc1ccccc1)C(=O)COC(=O)[C@@H]1CCCN1C(=O)c1cccs1	-2	-1	0.1	-1	2	1.0	-5	-7	7	-0.3
O=c1c2c(-c3cccs3)csc2ncn1/N=C/c1ccccn1	1	6	-0.5	-3	-14	-0.5	-5	-1	-15	-0.2
COc1ccc(-c2ccc(CN3C(CC(C)C)C(=O)N(Cc4cn(Cc5ccco5)nn4)CCS3(=O)=O)cc2)cc1OC (stereo not drawn)	-2	-2	2.2	·	2	-1.9	1	-1	0	-0.2
O=C(COC(=O)C1=COCCO1)Nc1cc(S(=O)(=O)N2CCCCC2)ccc1Cl	2	0	-2.0	-4	3	1.5	-1	-3	2	-0.1
O=C(Nc1ccc2ccccc2c1)N1CCN(c2ncccc2C(F)(F)F)CC1	0	-6	0.9	-3	-5	0.9	3	1	-3	0.4
COc1ccc(C(CNC(=O)C2COc3ccccc3O2)N2CCCC2)cc1 (stereo not drawn)	1	0	1.3	-9	6	-1.1	-3	-1	-4	-0.2
COC(=O)C1C2C=CC3(CN(CCc4ccccc4)C(=O)C13)O2 (stereo not drawn)	-3	1	0.0	0	2	-1.3	-2	-1	-5	0.2
Cc1ccc(-n2c([C@@H]3C[C@H]3c3ccccc3)n[nH]c2=S)cc1	-5	3	0.4	0	1	-0.2	-4	8.9*	10	-0.6
O=C(Nc1ccc(Cl)cc1)N1CCN(c2ncccn2)CC1	-2	-5	-0.7	-12	-5	-0.8	-3	-4	-7	-0.5
CC(Oc1ccc(Cl)cc1Cl)C(=O)/C=C/N(C)C (stereo not drawn)	-2	1	0.5	-7	3	0.0	-11	5	-14	-0.3
N#Cc1c(NC(=O)COC(=O)c2ccc(O)cc2O)sc2c1CCC2	6	44	2.7	48	8	-0.1	-3	-2	-21	-0.2
NC(=O)c1nn(-c2cccc(Cl)c2)c(=O)cc1O	-9	-3	1.9	-6	2	0.7	-3	-10	3	-1.1
CN1CCC(=NNC(=O)CN(c2ccc([N+](=O)[O-])cc2)S(=O)(=O)c2ccccc2)CC1	1	-2	-0.5	-10	-18	0.6	6	-1	9	0.1
Cc1ccc(-n2nnnc2SCc2nc3sc(C)c(C)c3c(=O)[nH]2)cc1	0	10	-0.1	-11	2	1.5	-8	-4	-76	0.1
CCOc1ccccc1/C=N/n1c(C)nc2ccccc2c1=O	4	4	1.5	-10	17	1.4	7	-2	-6	-0.3
O=C(NC(=S)Nc1ccccc1OC(F)F)c1ccc2c(c1)OCO2	-1	-1	0.7	-10	3	1.0	-2	-3	-3	-0.3
Brc1cccc(/C=N/Nc2nn[nH]n2)c1	-4	-3	-0.4	-11	-4	0.9	6	-4	10	0.7
O=C(c1ccc(F)cc1)n1c(NCc2ccccc2)n[nH]c1=S	-1	2	0.6	0	0	1.3	10	1	-13	-0.7
CC1(C)C(c2ccccc2)=NC(c2ccccc2)N1O (stereo not drawn)	-4	3	-2.1	12	-3	-0.3	0	-12	-1	-1.3
COc1ccc(C#Cc2cnc3c(c2)C(=O)N([C@H](C)CO)C[C@H](C)[C@@H](CN(C)C(=O)Nc2cccc(OC)c2)O3)cc1	-1	-12	0.7	·	2	1.4	-9	-5	-6	-0.6
COc1ccc(C(=O)c2sc(Nc3ccccc3)nc2N)cc1	2	89*	1.8	-2	-4	-0.6	-5	-3	22	0.3
CCc1nc2c(OCc3ccc(Cl)cc3)cccn2c1N(C=O)Cc1ccc(OC)cc1	3	-11	3.5	·	2	0.2	3	7	0	-0.2
Cc1ccc(C(=O)NCCN2CCCC2)cc1	2	3	1.0	-3	-1	2.3	-3	-3	0	0.3
COc1cccc(-n2c(CNC(=O)OC(C)(C)C)n[nH]c2=S)c1	1	4	-1.0	-8	-2	-0.6	-1	-9	4	-0.9
CCCCOc1cccc(NC(=O)CSc2nccn2C)c1	-2	1	-2.7	-4	-1	0.5	2	-2	-4	-0.4
O=CNc1cc2c(cc1Br)-c1ccccc1C2O (stereo not drawn)	0	0	-0.2	-3	-15	-1.0	2	-2	17	0.0
CC(C)=Cc1oc2ccc([N+](=O)[O-])cc2c1N1CC(C)OC(C)C1 (stereo not drawn)	4	8	2.6	-6	-4	-1.4	-5	0	14	-0.4
C=CCn1c(SCC(=O)N(C(C)CC)C2CCS(=O)(=O)C2)nc2ccccc2c1=O (stereo not drawn)	-3	1	-0.8	-2	1	-1.3	-2	-2	7	-0.3
CN(C)c1ccc(/C=C/c2cc[n+](C)cc2)cc1	2	-16	6.6	96*	-70	0.0	-84	-4	-204	-1.2
CC(NC(=O)COC(=O)c1cc2ccccc2cc1O)c1ccccc1 (stereo not drawn)	-1	4	-0.1	-4	3	-0.4	-6	-8	4	-0.6
COc1ccc(CN2CCNC(=O)C2CC(=O)NCCc2nc(C)c(C)s2)cc1C (stereo not drawn)	-4	-4	-0.1	-10	-2	-0.2	-7	-2	-1	0.1

Shown with two lines to a compound: seven of the compounds above.
Fields – STEP inh	DNMT1 block	LMPTP inh	Scp-1 inhibitor	SUMO1-SIM PPI	MsrA inhibitor	eLon inh	MsrA act	NRP1-CendR mod	TbMetRS inhib
COc1ccc(C(=O)c2sc(Nc3ccccc3)nc2N)cc1
 : 2	89*	1.8	-2	-4	-0.6	-5	-3	22	0.3
COc1cccc(-n2c(CNC(=O)OC(C)(C)C)n[nH]c2=S)c1
 : 1	4	-1.0	-8	-2	-0.6	-1	-9	4	-0.9
O=CNc1cc2c(cc1Br)-c1ccccc1C2O (stereo not drawn)
 : 0	0	-0.2	-3	-15	-1.0	2	-2	17	0.0
CN(C)c1ccc(/C=C/c2cc[n+](C)cc2)cc1
 : 2	-16	6.6	96*	-70	0.0	-84	-4	-204	-1.2
C=CCn1c(SCC(=O)N(C(C)CC)C2CCS(=O)(=O)C2)nc2ccccc2c1=O (stereo not drawn)
 : -3	1	-0.8	-2	1	-1.3	-2	-2	7	-0.3
CC(C)=Cc1oc2ccc([N+](=O)[O-])cc2c1N1CC(C)OC(C)C1 (stereo not drawn)
 : 4	8	2.6	-6	-4	-1.4	-5	0	14	-0.4
COc1ccc(CN2CCNC(=O)C2CC(=O)NCCc2nc(C)c(C)s2)cc1C (stereo not drawn)
 : -4	-4	-0.1	-10	-2	-0.2	-7	-2	-1	0.1

Grouped by structure, the entries above with bromine.
SMILES	STEP inh	DNMT1 block	LMPTP inh	Scp-1 inhibitor	SUMO1-SIM PPI	MsrA inhibitor	eLon inh	MsrA act	NRP1-CendR mod	TbMetRS inhib
Brc1cccc(/C=N/Nc2nn[nH]n2)c1	-4	-3	-0.4	-11	-4	0.9	6	-4	10	0.7
O=CNc1cc2c(cc1Br)-c1ccccc1C2O (stereo not drawn)	0	0	-0.2	-3	-15	-1.0	2	-2	17	0.0

Remaining list, next part.
SMILES	STEP inh	DNMT1 block	LMPTP inh	Scp-1 inhibitor	SUMO1-SIM PPI	MsrA inhibitor	eLon inh	MsrA act	NRP1-CendR mod	TbMetRS inhib
O=C(NCc1ccncc1)C(=O)Nc1nc2ccccc2s1	1	7	-0.5	1	3	1.2	7	-12	-1	-0.9
O=C(OCCOCCN=C1NS(=O)(=O)c2ccccc21)c1ccccc1	1	5	-1.7	-5	5	-0.3	9	-2	10	0.1
O=C(OCc1cc2ccccc2[nH]c1=O)C1CCCO1 (stereo not drawn)	3	2	-1.0	-5	-2	0.3	-7	-11	-6	-0.3
CSc1nsc(SC)c1NC(=O)OCC1CCCO1 (stereo not drawn)	-2	7	-0.3	-2	4	-1.8	4	-1	6	-0.5
COc1ccc(C(=O)CN(C(=O)c2ccc(Cl)cc2)N2C(=O)c3ccccc3C2=O)cc1	0	-4	2.2	0	-3	1.8	0	0	-2	-0.4
CCCNC(=O)OCc1cccnc1Sc1ccc(C)cc1	0	2	-0.7	-3	-2	1.4	-2	0	2	0.2
CCOC(=O)Nc1ccc2c(c1)N(C(=O)N(C)C)c1ccccc1CC2	-2	-2	-2.4	-11	-3	-0.3	-12	-2	4	-0.7
O=c1c2cc(Cl)ccc2nc(-c2ccc(Cl)c(Cl)c2)n1O	4	1	54*	-2	3	-0.6	-5	-4	-15	-0.3
O=C(OCC(=O)N1CCOCC1)c1cc(-c2ccccc2)nc2ccccc12	0	-2	-0.7	-2	-31	0.9	-15	-1	-2	0.1
CCCN(CC(=O)Nc1ccccc1OC)C(=O)CC1CCCC1	-2	-1	-1.3	3	-6	1.1	5	-2	1	0.2
Cc1cccc2cc(C(c3nnnn3C(C)(C)C)N3CCN(C(=O)c4ccco4)CC3)c(=O)[nH]c12 (stereo not drawn)	1	-2	-1.7	-5	-2	1.9	-1	-3	-3	-0.2
